DNMT1 block: human DNMT1 methyltransferase inhibitors, primary screen, biochemical, molecular beacon, fluorescence, HinP1I cleavage, uHTS. DNA (cytosine-5)-methyltransferase 1 (Homo sapiens), P26358. inhibition (reported as % activation of signal), % at 10 µM. 360,000 tested, 0.83% active. AID 588458, 2011; in the data active means inhibition above about 50%
Target sequence (P26358 504-1616 limits assumed): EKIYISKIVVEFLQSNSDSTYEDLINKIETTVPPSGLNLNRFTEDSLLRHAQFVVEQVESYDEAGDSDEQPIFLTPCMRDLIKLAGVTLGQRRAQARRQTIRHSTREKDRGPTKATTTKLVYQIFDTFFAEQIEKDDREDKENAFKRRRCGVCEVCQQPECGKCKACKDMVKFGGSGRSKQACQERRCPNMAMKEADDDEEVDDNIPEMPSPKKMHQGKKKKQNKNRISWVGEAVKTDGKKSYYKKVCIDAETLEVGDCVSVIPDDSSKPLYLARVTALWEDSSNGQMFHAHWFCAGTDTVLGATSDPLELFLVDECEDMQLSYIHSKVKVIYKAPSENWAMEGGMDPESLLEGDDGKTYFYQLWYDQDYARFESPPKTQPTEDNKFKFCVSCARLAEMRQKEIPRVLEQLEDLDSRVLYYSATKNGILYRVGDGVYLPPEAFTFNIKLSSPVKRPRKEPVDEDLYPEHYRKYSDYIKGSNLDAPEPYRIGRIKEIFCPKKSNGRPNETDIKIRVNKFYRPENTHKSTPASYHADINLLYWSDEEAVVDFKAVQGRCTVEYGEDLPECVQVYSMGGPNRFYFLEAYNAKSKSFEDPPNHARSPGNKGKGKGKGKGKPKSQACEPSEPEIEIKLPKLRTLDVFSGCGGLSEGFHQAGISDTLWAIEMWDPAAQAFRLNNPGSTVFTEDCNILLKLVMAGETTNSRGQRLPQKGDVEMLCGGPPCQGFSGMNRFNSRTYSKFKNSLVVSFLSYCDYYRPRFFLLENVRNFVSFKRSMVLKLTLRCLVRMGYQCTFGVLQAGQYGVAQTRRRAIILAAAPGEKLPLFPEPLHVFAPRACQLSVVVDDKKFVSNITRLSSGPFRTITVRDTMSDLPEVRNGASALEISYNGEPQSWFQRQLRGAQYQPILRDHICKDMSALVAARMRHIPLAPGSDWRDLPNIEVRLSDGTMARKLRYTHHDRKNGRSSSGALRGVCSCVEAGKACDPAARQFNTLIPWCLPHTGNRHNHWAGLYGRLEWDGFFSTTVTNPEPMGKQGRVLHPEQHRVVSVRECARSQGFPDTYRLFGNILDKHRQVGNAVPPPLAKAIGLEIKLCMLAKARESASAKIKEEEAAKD
Rpn11 inh: Rpn11 (PSMD14) deubiquitinase inhibitors, primary screen, biochemical, fluorescence polarization, uHTS. human 26S proteasome, Ub4-pepOG fluorescence polarization; 20S core pre-blocked with epoxomicin. calls only at 20 µM. 360,000 tested, 0.59% active;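 active means inhibition at 20 µM, scaled to each plate's controls, above about 33%, limit read from the data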
STEP block: STEP phosphatase inhibitors, primary screen, biochemical, fluorescence intensity, uHTS; Tyrosine-protein phosphatase non-receptor type 5 (Homo sapiens), P54829; recombinant STEP, OMFP fluorogenic substrate; inhibition, % at 20 µM; 360,000 tested, 0.25% active; AID 588621, 2011;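 active means inhibition at 20 µM, scaled per plate between control wells, above about 37%, limit read from the data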;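 further: 0% = DMSO with enzyme and substrate and 100% = substrate only without enzyme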
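Measure: Control-normalized % inhibition with plate pattern correction | Test system: STEP phosphatase, cell-free reaction | Medium: pH 6.0 Bis-Tris with DTT and Tween 20 | Technique: Fluorescence, 480/540 nm | Times: Reaction 20 min, ambient temperature | Doses: Single compound dose of 20 µM, 1% DMSO final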
Tb MetRS inh: T. brucei MetRS inhibitors, primary screen, biochemical, luminescence; inhibition, % at 11.9 µM; purified T. brucei MetRS, ATP depletion, Kinase-Glo luminescence; 360,000 tested, 0.4% active; AID 624268, 2012;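 active means inhibition above a per-plate cutoff of the control wells' mean inhibition plus 3 SD, cut at about 5.5% in these data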;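 further: 0% = DMSO wells median and 100% = median of wells with control inhibitor compound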
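Test system – parasite MetRS enzyme · Reagent – substrates ATP, L-methionine and bulk Escherichia coli tRNA · Doses – 11.9 µM compound single dose, 0.9% DMSO · Times – 15 min enzyme-compound preincubation, 2 h reaction, 10 min detection, 25 °C · Signal – Kinase-Glo luminescence, ATP depletion format · Controls – DMSO-only wells as low control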
NadD inh: inhibitors of S. aureus NadD, primary screen, biochemical, colorimetric, uHTS. AID 602399, 2012. 360,000 tested, 0.78% active. Nicotinate-nucleotide adenylyltransferase NadD (Staphylococcus aureus N315). purified NadD enzyme, colorimetric absorbance read-out. inhibition, % at 20 µM; in the data active means inhibition above about 26%; further: some compounds past the cut are filed as inactive
LMPTP inh: LMPTP phosphatase inhibitors, primary screen, biochemical, fluorescence intensity, uHTS | recombinant LMPTP-A, OMFP fluorogenic substrate | 360,000 tested, 0.22% active | inhibition, % at 20 µM;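 active means compounds that cut the enzyme signal by at least half of the control window in the single-dose screen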;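 further: plate controls were DMSO wells with enzyme plus substrate for no effect and substrate without enzyme for full effect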
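Test system: LMPTP-A phosphatase enzyme; input: 0.625 nM LMPTP-A final; reagent: OMFP substrate, 400 µM final; compound dosing: 20 µM single dose, 3% DMSO; incubation: 50 min dark incubation at room temperature; measured by: endpoint fluorescence intensity from OMFP dephosphorylation; measure: % inhibition relative to no-enzyme and uninhibited control wells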
CSN inh: inhibitors of CSN-mediated cullin deneddylation, primary screen, biochemical, fluorescence polarization, uHTS | COP9 signalosome complex subunit 5 (Homo sapiens), Q92905 | Purified CSN, SCF-Nedd8-OG deneddylation | inhibition, % at 12.5 µM | 360,000 tested, 0.38% active | AID 651999, 2013;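 active means pattern-corrected inhibition above about 35%, with an unprinted fluorescence ratio check between 0.5 and 1.5, limit read from the data, passing the limit was not always enough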;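 further: 0% = enzyme with substrate and 100% = substrate without enzyme; some results filed as inactive read as strong as hits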
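Schedule: reaction 90 min, room temperature / Assay system: HEK293T-derived human Csn5 enzyme / Input: Csn5 at 0.24 nM final / Measure: inhibition of Csn5 cleavage, % / Control set: substrate-only high control, full reaction low control / Technique: fluorescence polarization of the substrate / Buffer or medium: Tris/NaCl/DTT buffer, pH 7.5 / Reagent: SCFSkp2-Nedd8OG substrate at 10 nM final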
MsrA inh: bovine MsrA enzyme inhibitors, primary screen, biochemical, absorbance, HTS | Methionine sulfoxide reductase A (Bos taurus) | purified bovine MsrA, absorbance read-out | inhibition, % at 15.5 µM | 360,000 tested, 0.75% active | AID 651718, 2012; in the data active means inhibition above about 4.5%;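 further: 0% = vehicle wells with enzyme and 100% = reference inhibitor wells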
SUMO1-SIM PPI: modulators of SUMO1 protein-protein interactions, primary screen, biochemical, uHTS | AID 602429, 2012 | Small ubiquitin-related modifier 1 (Homo sapiens), P63165 | inhibition, % at 20 µM | 360,000 tested, 0.33% active | SUMO1 binding to a labelled peptide, TR-FRET, 1 h; in the data active means inhibition above about 37%
Scp1 inh: Scp-1 phosphatase inhibitors, primary screen, biochemical, colorimetric, uHTS; Carboxy-terminal domain RNA polymerase II polypeptide A small phosphatase 1 (Homo …; Recombinant Scp1, phosphopeptide, malachite green phosphate absorbance; inhibition, % at 20 µM; 340,000 tested, 0.88% active; AID 493091, 2011;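 active means inhibition above about 50% at 20 µM, limit read from the data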;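 further: plate controls were DMSO wells with enzyme for no effect and wells lacking enzyme for full effect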
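Test system – truncated SCP-1 phosphatase (76-261aa) · Reagent – Phosphorylated 17-residue peptide substrate · Incubation – 45 min room-temperature reaction, 5 min colour, 30 min stabiliser · Detection – colorimetric phosphate reagent with accelerator and stabiliser, absorbance at 630 nm · Measure – % inhibition at 20 µM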
Starred values were filed as active, the others as inactive; i = inactive; / = not tested or not shown.

Every second line gives: DNMT1 block, Rpn11 inh, STEP block, Tb MetRS inh, NadD inh, LMPTP inh, CSN inh, MsrA inh, SUMO1-SIM PPI, Scp1 inh
- CC(NC(=O)CCc1nnc(-c2ccccc2)o1)c1ccccc1 (centres undefined)
→ 2.6, i, -2.3, -0.5, -1.6, -0.3, 0.6, 0.0, -2.9, -2.7
- CCC(C)(C)n1nnnc1C(c1ccccn1)N1CCCCC1 (centres undefined)
→ -0.8, i, 2.3, -0.4, 3.0, -2.0, 2.1, 0.1, -1.6, -1.9
- COc1ccc2c(-c3ccccc3)cc(=S)[nH]c2c1
→ -0.4, i, -0.5, -0.7, 1.5, 0.0, 1.7, 1.6, -4.1, -12.3
- COc1cc(C)nc(N2CCC(C(=O)NCC3CCCO3)CC2)n1 (centres undefined)
→ 1.0, i, 0.7, -0.1, -2.6, -0.3, -3.4, 0.3, -2.2, 1.3
- CCC(C)[C@H](NC(=O)c1cn(CC)c2cc3c(cc2c1=O)OCO3)C(=O)NCCCn1ccnc1 (some centres undefined)
→ 1.7, i, 7.1, 0.1, 0.7, -0.5, -6.5, 1.7, 1.7, 0.8
- O=C1CC(N(O)c2ccccc2)C(=O)N1c1ccc(Cl)c(Cl)c1 (centres undefined)
→ -7.1, i, -2.3, 0.5, -8.7, 2.0, 3.5, -0.5, 4.6, 0.6
- CCOc1cc(CNc2ccc3c(c2)OCCO3)cc(Br)c1OC
→ -8.8, i, 1.8, -1.3, -3.1, -0.8, 4.5, 0.8, -12.4, -7.9
- COc1ccc(CN2CCCN(S(=O)(=O)c3ccc(Br)cc3)CC2)cc1
→ -2.8, i, -1.6, -0.6, -6.0, -1.2, 4.2, -0.9, -2.6, -5.7
- CCN(CC(=O)Nc1ccc(OC)cc1)C(=O)c1ccc(OCc2c(C)noc2C)cc1
→ 1.5, i, 0.6, -0.2, -5.6, 0.8, 1.1, 0.2, 2.4, -6.9
- CCCn1c(N)c(C(=O)CSc2nc3ccccc3c(=O)n2-c2ccc(OC)cc2)c(=O)[nH]c1=O
→ -34.2, i, -0.6, -0.1, 2.6, -1.4, -0.4, -0.9, 46.9*, -6.5
- CCc1noc(C)c1C(=O)N1CCCC(Nc2cccc(F)c2)C1 (centres undefined)
→ 5.0, i, -1.7, -0.2, -3.5, -1.4, -8.7, -0.3, 0.9, /
- COc1ccccc1NC(=O)Nc1ccc(C(=O)N2CCCCC2)cc1
→ -0.6, i, -0.5, -1.4, -2.1, 0.5, 3.4, 0.1, 3.7, -6.8
- Fc1ccc(N2CCN(c3nc(-c4ccco4)cc(C(F)(F)F)n3)CC2)cc1
→ -1.6, i, 1.7, -0.3, 13.5, 3.6, -0.4, -0.8, -1.9, 0.6
- CCOC(=O)c1sc(N)c(C#N)c1CSc1nc2ccc(OCC)cc2[nH]1
→ -15.4, i, -1.0, -0.6, 2.6, -0.4, 5.3, 2.7, 1.1, 1.9
- CCOc1ccccc1CNn1cnnc1SCC(=O)NC(C)(C)C
→ 1.5, i, -2.3, 0.0, 5.8, -0.3, -2.4, 0.7, -2.4, /
- O=C(CSc1nnc(-c2ccccc2Br)o1)Nc1cccc2ccccc12
→ 0.2, i, 2.7, -0.6, -13.5, 1.8, 0.3, 1.8, -2.8, -10.8
- CCOc1ccc(N(CC(=O)Nc2cccc(C)c2C)S(=O)(=O)c2c(C)[nH]c(=O)[nH]c2=O)cc1
→ -1.3, i, 1.7, 0.4, 0.9, 0.3, -3.5, -0.7, 6.8, 6.0
- CC1CCCC(NC(=O)CN2C(=O)NC(c3ccccc3)(c3ccccc3)C2=O)C1C (centres undefined)
→ 11.2, i, -1.0, -0.1, -5.1, 2.1, -0.5, 0.1, 2.8, -6.1
- CCc1nnc(N/N=C/c2ccccc2F)n1N
→ -2.7, i, -1.0, 0.4, -4.7, 1.0, -6.5, 1.8, -7.9, -6.5
- CC(=O)NNC(=O)N1Cc2ccccc2Oc2ccc(Cl)cc21
→ 1.9, i, -1.7, -1.2, 0.3, -1.4, 0.4, -0.5, -4.3, -11.3
- Cc1ccc(-c2cnc(NC(=O)CCC(=O)N(C)Cc3ccccc3)n2C)cc1
→ 4.2, i, -1.4, -0.3, 0.3, -1.3, -3.3, -0.7, -1.4, -7.8
- Cc1ccc(S(=O)(=O)N2CCOCC2)cc1C(=O)OC(C)C(=O)NC1CCCC1 (centres undefined)
→ 4.2, i, -2.7, 0.7, -6.7, -0.6, -3.5, 1.3, -0.8, -10.0
- CC(C)CCSc1nc2ccccc2[nH]1
→ 0.9, i, 1.2, -0.8, -7.1, -0.5, 0.6, 1.3, -2.1, -4.4
- CC(C)(C)c1nc(SCC(=O)c2ccccc2)c2ccccc2n1
→ 6.2, i, 0.4, -0.7, -2.6, 2.9, 5.9, 3.0, -0.4, -6.5
- NC(=O)CSc1nnc2n(N)c(=O)c3ccccc3n12
→ 1.4, i, 25.5, -1.1, -4.5, -1.0, 1.8, 1.6, 2.1, 2.2
- CCn1c(SCC(=O)Nc2ccc(S(N)(=O)=O)cc2)nnc1-c1ccccc1OC
→ -0.9, i, 3.8, -0.8, -1.1, -2.6, -0.8, -0.2, -4.8, 2.0
- COC(=O)COc1cccc(NC(=O)c2ccc(C)cc2)c1
→ -2.5, i, -2.7, 0.0, 6.9, 0.1, 2.7, -0.6, 13.0, -9.4
- CC(=O)Oc1ccc2c(C)c(CC(=O)N3CCN(C(=O)C4COc5ccccc5O4)CC3)c(=O)oc2c1C (centres undefined)
→ 2.0, i, 2.9, -0.2, -2.5, -0.7, 1.8, 0.4, -2.3, -3.5
- O=C(CCc1ccc(S(=O)(=O)N2CCOCC2)cc1)OCC(=O)c1ccccc1F
→ 0.0, i, -1.8, -0.2, -9.6, -0.6, 7.5, 0.0, -0.3, -10.4
- OC(CNC1CCCC1)COc1ccccc1Br (centres undefined)
→ -2.0, i, 0.2, 0.4, -6.9, -2.9, 1.5, 0.7, 0.1, -3.5
- O=C(C1CCCN(c2ncnc3c2nc2n3CCCCC2)C1)N1CCN(c2ccccc2F)CC1 (centres undefined)
→ 0.3, i, -0.5, -1.1, -0.3, -0.6, -0.5, 1.0, 13.1, 3.8
- COc1ccc(S(=O)(=O)N2CCCCC2)cc1NC(=O)C1CCCC1
→ -5.7, i, -4.3, -0.1, -2.7, -1.1, -1.2, 1.1, -1.0, -5.5
- Cc1cc(C)n(-c2nncc(-c3ccccc3)n2)n1
→ -0.4, i, -1.2, -0.3, -8.7, -1.6, -0.9, 4.2, -15.1, -18.1
- O=C(CNC(=O)c1cc(Cl)cc([N+](=O)[O-])c1)OCC(=O)N1CCCCC1
→ 1.3, i, 1.1, -0.1, -3.6, -1.9, -3.3, -1.2, -37.9, -5.2
- CC(=NNC(=S)N1CCCCCC1)c1cccc2cccnc12
→ 0.8, i, 19.9, -0.4, 1.9, 0.0, -4.1, 0.4, -2.1, 7.1
- O=S(=O)(c1cccc2cccnc12)n1cnc2ccccc21
→ -1.1, i, -3.5, -1.3, -0.9, 0.0, -3.0, 0.1, -0.4, -4.3
- CCOc1ccc(NC(=S)Nc2ccc(C)c([N+](=O)[O-])c2)cc1
→ -2.2, i, 0.6, -0.2, 1.2, -0.1, -1.0, 0.4, -9.6, -12.6
- O=C(CN1CCCN(S(=O)(=O)c2ccc(F)cc2)CC1)Nc1ccccc1Br
→ -5.9, i, 0.3, 0.5, -2.6, 2.3, -3.4, -1.6, 1.3, -2.2
- Cc1ccccc1-n1nc(C)c(N=O)c1N
→ -2.9, i, -0.4, -0.5, -2.3, -1.5, 5.9, 0.1, -24.1, -4.6
- COc1ccc(CNC(=O)CCCn2nc([N+](=O)[O-])cc2C)cc1
→ -0.6, i, 0.4, -0.6, -4.4, 0.5, -0.5, -1.5, -9.6, -1.8
- CC(C)(C)c1ccc(S(=O)(=O)N2CCN(C(=O)c3ccc4c(c3)C(=O)N(Cc3ccncc3)C4=O)CC2)cc1
→ -1.9, i, -7.1, -0.3, 14.5, 0.2, -0.1, -0.6, 5.4, 11.2
- O=c1cc(N2CCCCC2)nc2n1CCCS2
→ 0.8, i, -1.0, -1.4, -3.7, 1.1, 0.9, 0.2, 3.4, -2.2
- COc1cc(/C=N/n2nnnc2N)ccc1OC(C)C
→ -0.8, i, -3.7, 0.8, -5.3, -1.1, 2.5, 3.3, -20.5, -6.5
- CNC(=O)c1cc(NC(=O)N(CCC#N)CCN(C(=O)NC(Cc2ccccc2)C(=O)NC(CC(C)C)C(=O)NC)c2ccccc2)ccc1OC (centres undefined)
→ 1.4, i, -0.9, -0.6, -2.6, -0.7, 0.5, 0.4, -16.1, -1.8
- Cc1c(C)c2ccc(OC(C)C(=O)NC3CCN(Cc4ccccc4)CC3)cc2oc1=O (centres undefined)
→ -3.2, i, -3.0, -0.3, -9.3, -0.3, 2.3, 0.7, 15.9, -1.4
- O=c1[nH]c(/C(Cl)=C/c2cc(Cl)ccc2O)nc2cc(Cl)ccc12
→ -5.2, i, -0.2, -0.2, 11.9, 13.9, 3.6, 1.1, 15.3, -10.3
- CCOC(=O)C1(CCOc2ccccc2)CCN(Cc2cccn2-c2cccnc2)CC1
→ 0.1, i, -3.4, -0.2, -0.5, 2.5, -9.1, 1.7, 2.9, -1.4
- CCN(CC)CCn1cnc2c([nH]c3cccc(OC)c32)c1=O
→ -1.1, i, -0.5, -0.1, 1.5, -0.3, 3.5, -0.4, 3.2, -2.2
- Cc1ccccc1C(=O)OCC(=O)NCC1COc2ccccc2O1 (centres undefined)
→ 0.9, i, 0.1, -0.1, -3.6, 1.1, -1.6, -0.8, 0.4, -8.2

Screening results as filed in PubChem.
